# Growth percent in the NCI-60 one-dose screen (48 h, 10 µM unless noted): 100 = growth as untreated, 0 = no growth, -100 = all killed.
# IGROV1 – IGROV1 ovarian cancer; AID 1794786; 79,000 tested, 4.7% active
# OVCAR-3 – OVCAR-3 ovarian cancer; 79,000 tested, 7% active; AID 1794787
# DU-145 – DU-145 prostate cancer; 81,000 tested, 4.2% active
# OVCAR-8 – OVCAR-8 ovarian cancer; AID 1794782; 81,000 tested, 4.4% active
# SK-OV-3 – SK-OV-3 ovarian cancer cells. 80,000 tested, 3.2% active. AID 1794785
# OVCAR-4 – OVCAR-4 ovarian cancer cells; 80,000 tested, 3.7% active; AID 1794784
# PC-3 – PC-3 prostate cancer cells; 80,000 tested, 3.9% active
# OVCAR-5 – OVCAR-5 ovarian cancer. AID 1794783. 82,000 tested, 2.9% active
# The depositor's hits bear a star; . = not tested or not shown. Rule for the calls: active = growth percent below 10; inactive = the rest. An unsorted share of the library. Share with any hit: about 10%.
Structure	IGROV1	OVCAR-3	DU-145	OVCAR-8	SK-OV-3	OVCAR-4	PC-3	OVCAR-5
N#Cc1c(-c2ccccc2)[nH]c2ncc(-c3ccccc3)n2c1=O	51	86	100	96	77	96	75	109
CN(C)c1ccc(/C=N/NC(=O)c2ccc(NC(=O)c3ccccn3)cc2)cc1	92	102	104	103	102	106	106	106
O=C(O)/C=C\C(=O)NCc1cccnc1	109	117	106	105	104	112	89	117
CC1c2ccccc2-c2ccccc21	104	105	105	108	120	109	85	99
N/N=C(\c1ccccc1)c1ccc(Cl)cc1	99	119	120	100	112	100	94	105
CC(Cc1ccccc1)NN (stereo unspecified)	100	116	118	102	114	99	88	101
COc1cc2nc(NC(=O)c3ccc(Oc4ccc(Cl)nn4)c(OC)c3)sc2cc1OC	103	113	112	111	108	102	101	113
CCC1=CC2CN(C1)Cc1c([nH]c3ccccc13)[C@@](C(=O)OC)(c1cc3c(cc1OC)N(C)[C@H]1[C@@](O)(C(=O)OC)[C@H](OC(C)=O)[C@]4(CC)C=CCN5CC[C@]31[C@@H]54)C2 (stereo partly specified)	36	-30*	-30*	21	7.7*	30	34	16
CCc1cc(CC)c(CC)c(C(=O)OCCN(CC)CC)c1CC	91	103	102	106	104	98	88	103
CC(C)OC(=O)CC#N	104	115	115	100	112	103	101	95
C#CCn1cc(/C=N/Nc2nc(-c3ccc(Cl)c(Cl)c3)cs2)c2ccccc21	87	105	107	100	108	88	89	92
COC(=O)c1ccc(OCc2ccccc2)cc1O	97	105	107	114	131	98	99	100
COc1cc(-n2cc(C#N)c(N)c2C(=O)c2ccc(Br)cc2)cc(OC)c1OC	102	113	107	100	101	96	94	104
CNC(=O)[C@H](O)[C@@H](N)Cc1ccccc1	110	113	108	111	111	98	101	96
N=C(N)c1ccc(-c2ccc(-c3ccc4ccccc4c3)s2)s1	5.6*	-76*	-85*	3.4*	96	-21*	72	-0.9*
CCN(CC)CCN1CNC(=S)NC1	113	109	106	112	108	109	101	107
CC(=O)c1cccc(OC(=O)c2ccccc2)c1	114	124	114	99	98	93	91	104
COc1ccc(OC)c(-c2cc(-c3ccc(Cl)cc3)c(C#N)c(SCC(=O)c3ccc(Cl)cc3)n2)c1	77	101	94	98	86	84	80	75
COc1ccc(-c2cc(-c3cc(OC)ccc3OC)nc(SCC(=O)c3ccccc3)c2C#N)cc1	97	108	106	97	87	92	88	103
CSC1SCC2C(=O)N(C)C(C(C)C)C(=O)OCC(NC(=O)c3cnc4ccccc4n3)C(=O)NC(C)C(=O)N(C)C1C(=O)N(C)C(C(C)C)C(=O)OCC(NC(=O)c1cnc3ccccc3n1)C(=O)NC(C)C(=O)N2C (stereo unspecified)	0.1*	5.8*	-20*	.	16	1.2*	-13*	2.9*

Structure	IGROV1	OVCAR-3	DU-145	OVCAR-8	SK-OV-3	OVCAR-4	PC-3	OVCAR-5
O=C(c1cc2cccnc2n1-c1ccc(Cl)c(Cl)c1)N1CCC1	93	102	107	96	105	99	87	95
COc1ccc(/C=C/C(=O)c2ccc(NC(=O)CSc3nc4[nH]c(=O)n(C)c(=O)c4[nH]3)cc2)cc1	106	104	100	104	.	117	106	103
Nc1ccccc1NC(=O)c1ccc(CN2CC(=O)N[C@@H](Cc3c[nH]c4ccccc34)C2=O)cc1	86	92	103	92	.	86	87	91
CCOC(=O)c1sc(NC(=O)c2ccc(OC)cc2)nc1C	93	108	97	91	97	81	83	98
Cc1cc(=O)n2n1-c1ccc3ccccc3c1NC(=O)C2	108	114	132	96	106	96	95	106
Cc1cc(N=Nc2c(O)ccc3ccccc23)n[nH]1	70	86	96	91	93	94	83	114
O=C1C2CC3C(CC2C(=O)[N]1[Sn]([c]1ccccc1)([c]1ccccc1)[c]1ccccc1)C1(Cl)C(Cl)=C(Cl)C3(Cl)C1(Cl)Cl (stereo unspecified)	-66*	-97*	-94*	-97*	-100*	-83*	-93*	-100*
O=C1N=C(N2CCN(c3ccccc3)CC2)S/C1=C\c1c(F)cccc1Cl	90	104	94	104	102	96	93	106
Cc1nc(NC(=O)Nc2ccccc2)sc1C(=O)NN	132	117	108	107	114	106	.	107
C#CCN(C)CCCOc1ccc(NC(=O)CCCCCCCCC(=O)NO)cc1Cl	71	74	82	53	85	74	74	69
Nc1nn2c(-c3cc4cc(Br)ccc4oc3=O)ccnc2c1N=Nc1ccc(C(=O)O)cc1	109	110	111	98	130	103	104	116
S=c1n(Cc2ccc3ccccc3c2)c2ccccc2n1Cc1ccc2ccccc2c1	92	97	109	90	93	97	59	98
CCOC(=O)C(C#N)C(C#N)c1ccccc1 (stereo unspecified)	107	109	112	98	96	102	87	102
COc1ccc(C2=CCCCC2)c(OC)c1OC	116	.	.	97	114	101	79	101
CCCCCCCCCCCCCCCCCCOC(=O)CCl	106	114	112	105	101	112	101	100
COC(CCN1C(=O)c2ccccc2C1=O)C(Br)CC(=O)O (stereo unspecified)	109	108	109	99	98	111	99	96
CCn1c(Sc2nnc(NC(=O)CN3CCOCC3)s2)nc2c1c(=O)n(C)c(=O)n2C	109	105	108	101	.	106	100	107
CC(C)C(=O)Nc1ccccc1	112	115	112	109	113	108	94	103
O=C(NC[C@H]1CN(c2ccc(N3CCC(C(=O)O)CC3)cc2)C(=O)O1)c1ccc(Cl)s1	97	108	105	101	106	99	94	94
O=C(Nc1ccc(C2=NCCCN2)cc1)c1ccc(C(=O)Nc2ccc(C3=NCCCN3)cc2)nc1	107	101	122	112	106	102	106	95

# Results follow in this order: IGROV1, OVCAR-3, DU-145, OVCAR-8, SK-OV-3, OVCAR-4, PC-3, OVCAR-5
Nc1ccc(Cl)c2cccnc12
  105, 108, 117, 95, 97, 94, 83, 112
CC(=O)OCC1O[C@@H](Oc2ccc3c(C)cc(=O)oc3c2)C(OC(C)=O)[C@@H](OC(C)=O)[C@H]1OC(C)=O (stereo partly specified)
  110, 116, 112, 97, 113, ., 94, 109
COc1cc(Br)c(C(Br)C#N)cc1OC (stereo unspecified)
  111, 103, 110, 110, 126, ., 96, 112
CCOC(=O)C(C#N)N=O (stereo unspecified)
  108, 108, 108, 99, 103, 111, 97, 106
CC(=O)Nc1ccc2c(c1)C(=O)c1cc(F)ccc1-2
  90, 98, 100, 101, 89, 91, 86, 93
NC(=O)C(c1ccccc1)N1CCCCC1 (stereo unspecified)
  93, 113, 117, 105, 108, 112, 98, 112
O=C(NCc1ccccc1)C(Cl)Cl
  101, ., 110, 101, 101, 102, 101, 92
O=S(=O)(C/C=C/CS(=O)(=O)c1ccccc1)c1ccccc1
  127, 114, 108, 100, 109, 105, 97, 103
COc1ccccc1-c1ccc2c(N)c(C(=O)c3ccc4c(c3)OCO4)sc2n1
  78, 70, 90, 74, 78, 96, ., 88
COc1ccc2c(c1)OC13Oc4cc(OC)ccc4C=C1CCCC3=C2
  41, 5.6*, 34, 48, 60, 55, 24, 47
CC(C(CC(=O)c1ccccc1)c1ccccc1)[N+](=O)[O-] (stereo unspecified)
  105, 104, 115, 107, 104, ., 97, 102
COc1cc2c3cc1Oc1c(OC)c(OC)cc4c1[C@@H](Cc1ccc(O)c(c1)Oc1ccc(cc1)C[C@@H]3N(C)CC2)N(C)CC4
  77, 85, 90, 97, 107, 96, 80, 109
COc1cc(-c2nc3ccc([N+](=O)[O-])cc3[nH]2)ccc1OCC(=O)NN
  90, 91, 93, 97, 99, 98, 86, 89
O=C(O)c1cn(C2CC2)c2cc(N3CCN(C(=O)N/N=C/c4ccco4)CC3)c(F)cc2c1=O
  109, 107, 112, 103, 102, 111, 101, 101
N#C/C(=C\c1ccc(N2CCOCC2)cc1)C(=O)Nc1sc2c(c1C#N)CCCC2
  87, ., 70, 89, 105, 55, 84, 84
Nc1cc2ccccc2c(=O)n1NC(=O)c1ccc(Br)cc1
  101, 79, 109, 99, 115, 91, 95, 98
c1ccc(CNc2cccnc2)cc1
  120, 99, 109, 101, 101, 105, 97, 100
O=C1NCC(=O)N(Cc2cccc(O)c2)[C@H]1Cc1ccccc1
  109, 113, 105, 93, 94, 96, 83, 112
Cn1c(=O)c2[nH]c(CC(=O)O)nc2n(C)c1=O
  103, 108, 108, 102, 106, 118, 97, 106
COc1ccc(Nc2nn3c(-c4ccccc4)cc(-c4ccccc4)nc3c2C(N)=O)c(OC)c1
  92, 46, 38, 28, 64, -9.0*, 45, 64

# Some of the entries so far, as labelled records.
Cn1c(=O)c2[nH]c(CC(=O)O)nc2n(C)c1=O
- IGROV1: 103
- OVCAR-3: 108
- DU-145: 108
- OVCAR-8: 102
- SK-OV-3: 106
- OVCAR-4: 118
- PC-3: 97
- OVCAR-5: 106

COc1ccc(Nc2nn3c(-c4ccccc4)cc(-c4ccccc4)nc3c2C(N)=O)c(OC)c1
- IGROV1: 92
- OVCAR-3: 46
- DU-145: 38
- OVCAR-8: 28
- SK-OV-3: 64
- OVCAR-4: -9.0*
- PC-3: 45
- OVCAR-5: 64

COc1cc2c3cc1Oc1c(OC)c(OC)cc4c1[C@@H](Cc1ccc(O)c(c1)Oc1ccc(cc1)C[C@@H]3N(C)CC2)N(C)CC4
- IGROV1: 77
- OVCAR-3: 85
- DU-145: 90
- OVCAR-8: 97
- SK-OV-3: 107
- OVCAR-4: 96
- PC-3: 80
- OVCAR-5: 109

NC(=O)C(c1ccccc1)N1CCCCC1 (stereo unspecified)
- IGROV1: 93
- OVCAR-3: 113
- DU-145: 117
- OVCAR-8: 105
- SK-OV-3: 108
- OVCAR-4: 112
- PC-3: 98
- OVCAR-5: 112

# The listing continues.
# Results follow in this order: IGROV1, OVCAR-3, DU-145, OVCAR-8, SK-OV-3, OVCAR-4, PC-3, OVCAR-5
COc1cc(CNC(=O)CCCC/C=C/C(C)C)ccc1OCC(=O)NO
  100, 107, 106, 100, 102, 112, 96, 100
COc1ccc2c(c1)CCC1C2=CCC2C(=O)OC(=O)C21C (stereo unspecified)
  110, ., 109, 102, 106, 103, 95, 101
Cc1cc(NC(=O)CNc2nc(Oc3ccc(F)cc3)nc(-c3ccc(F)cc3)n2)ccc1Cl
  106, 116, 112, 102, 94, 105, 89, 103
O=C(NO)c1ccc(NCc2csc3ccccc23)cc1
  56, 67, 54, 42, 82, 68, 52, 73
N#CN=CN1CC2CCC(CC2)C1
  101, 106, 107, 109, 95, 115, 106, 102
O=C1Nc2cc(-c3ccc(NS(=O)(=O)c4ccc(F)c(Cl)c4)cc3)ccc2/C1=C/c1ccc[nH]1
  46, 57, 20, 35, 40, 26, 30, 20
Cc1ccccc1C(=O)Oc1ccc(Cl)cc1Cl
  106, 113, 106, 101, 92, 102, 84, 99
CCCCOc1ccc(OCCCN2CCN(C(=O)OCC)CC2)cc1
  97, 99, 101, 97, 99, 90, 76, 100
O=C(O)c1cnnn1-c1ccc(Cl)cc1
  97, 103, 101, 111, 116, 103, 96, 91
CCOC(=O)c1c(-c2cc(OC)c(OC)c(OC)c2)csc1NC(=O)c1ccccc1
  106, 104, 104, 106, 94, 109, 112, 115
COc1ccc(/C=C/C(=O)c2ccc(NC(=O)CSc3nnc(-c4cc(OC)c(OC)c(OC)c4)o3)cc2)cc1
  -39*, -94*, 4.0*, -14*, 85, -50*, -35*, 7.5*
Cc1cccc(/C=N/N=C2\C(=O)Nc3ccc(F)cc32)c1
  88, 88, 97, 98, 96, 97, 82, 96
CCOc1ccc2nc(N(Cc3ccc(C(C)C)cc3)C(=O)CC)sc2c1
  92, 105, 106, 100, 103, 104, 87, 95
COc1ccc2c(c1OC)C(=O)OC2
  102, 99, 106, 106, 105, 114, 93, 104
C/C(CC(C)(C)C)=N/O
  99, 97, 103, 105, 101, 105, 97, 96
c1ccc2c(-c3nc(-c4c[nH]c5ncccc45)cs3)c[nH]c2c1
  59, 102, 112, 98, 89, ., 84, 119
O=C(Cn1c(C(=O)c2ccccc2)nc2ccccc21)c1ccc(F)cc1
  41, 67, 97, 80, 110, 58, 78, 84
N#Cc1c(-c2ccc(Cl)cc2)nc(NN=Cc2cccc([N+](=O)[O-])c2)nc1N1CCOCC1
  72, 89, 87, 87, 89, 87, 64, 90
OC(CNc1cccc(Cl)c1)c1ccccc1 (stereo unspecified)
  125, 110, 112, 101, 105, 110, 87, 104
Oc1ccc(OCCOc2ccc(O)cc2)cc1
  71, 70, 61, 42, 95, ., 56, 69

# Results follow in this order: IGROV1, OVCAR-3, DU-145, OVCAR-8, SK-OV-3, OVCAR-4, PC-3, OVCAR-5
COc1cc(C2CCN(Cc3ccccc3)CCO2)cc(OC)c1OC (stereo unspecified)
  119, 107, 112, 93, 101, 104, 92, 103
COc1ccc(C2=NN(c3ccccc3)C(c3cn(-c4ccccc4)nc3-c3ccccc3)C2)cc1 (stereo unspecified)
  106, 110, 108, 106, 99, 106, 97, 108
Clc1ccc(I)cc1
  101, 125, 114, 115, 110, 105, 82, 91
O=C1CCCc2ccc3ccccc3c21
  100, 101, 106, 102, 112, 110, 92, 91
CCCCCCN(CCCCCC)CC(=O)c1ccc2cc(Br)c3ccccc3c2c1
  111, 102, 114, 97, 97, 101, 83, 87
CCCCCCCCCCCCCCCCNC(=S)N/N=C/c1ccc(N(CC)CC)cc1
  84, 96, 109, 101, 115, ., 92, 99
O=S(=O)(Oc1ccc(OS(=O)(=O)c2ccccc2)cc1)c1ccccc1
  100, 109, 100, 103, 96, 91, 77, 111
Clc1ccc(-c2nc(-c3ccco3)cn3ccnc23)cc1
  41, 51, 67, 50, -15*, 41, 60, 88
CCCc1cc2c(cc1Br)OCO2
  111, 113, 111, 96, 103, 114, 86, 96
Oc1ccc2ccccc2c1Br
  ., 95, 108, 110, 94, 97, 92, 98
Cc1ccccc1S(=O)(=O)O
  114, 120, 111, 100, 109, 107, 88, 106
CCCCN=C1OCc2[nH][nH]c(=O)c21
  102, 106, 109, 102, 116, 106, 86, 116
CCOc1cc(C(=O)O)cc(OCC)c1OCC
  108, 109, 115, 98, 110, 103, 98, 122
O=C1/C(=C/c2ccc([N+](=O)[O-])s2)Oc2cc(Cl)ccc21
  -61*, -77*, 32, -25*, 89, 3.3*, -73*, 53

# Screening data from PubChem.
